High-throughput results (PubChem BioAssay)
STAT1 blocker – STAT1 signaling inhibition; NIH 3T3 STAT1-luciferase reporter, IFN-gamma, luminescence; inhibition, % at 5.5 µM; 200,000 tested, 0.35% active; AID 920;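 active = inhibition above a set limit, the mean inhibition across all tested compounds plus 3 SD, cut at about 34% in these data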;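 note: 0% = IFN-gamma with DMSO and 100% = IFN-gamma with 300 µM nifuroxazide; values of inactives mirror those of a sister screen read the other way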
Diaphorase act – counter-screen for diaphorase-based assays: diaphorase activators and chemical reducers. Diaphorase/resazurin coupled assay, resorufin fluorescence, 16 min; active compounds read high; 1 = vehicle wells, 0 = NADH-free wells. activation factor at 20 µM. 190,000 tested, 0.005% active;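 active = diaphorase activity raised at least twofold by the compound at 20 µM; inactive = activation factor below 2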
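Material: purified diaphorase enzyme from Clostridium kluyveri; Also added: 0.114 mM NADH and 0.1 mM resazurin, final amounts; Doses: single compound dose of 20 µM, 1% DMSO final; Times: 16 min enzyme reaction, ambient temperature; Detection: resorufin fluorescence, excitation 544 nm, emission 590 nm; Measure: increased resorufin signal from activators or reducing compounds.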
G6PDH counter – L. mesenteroides G6PDH inhibition counter-screen | 200,000 tested, 0.12% active | inhibition, % at 5 µM | Purified L. mesenteroides G6PDH, diaphorase/resazurin coupled fluorescence, 45 min; in the data active = inhibition above about 50%
Diaphorase inh – counter-screen for diaphorase-based assays: diaphorase inhibitors and chemical oxidizers; diaphorase resazurin-to-resorufin fluorescence, NADH, 16 min; bacterial (C. kluyveri) enzyme, not human; inhibition, % at 20 µM; 190,000 tested, 0.69% active; AID 1217;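 active = primary screen inhibition at 20 µM above a set limit, cut at about 50% in these data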;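 note: plate controls were DMSO with full reaction for no effect and wells lacking NADH for full effect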
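Test system: Clostridium kluyveri diaphorase enzyme / Quantity: diaphorase at 0.14 U/mL in enzyme working solution / Incubation: 16-min room-temperature incubation before reading / Benchmarks: NADH-free wells as positive control, DMSO-only neutral wells / Signal: resorufin fluorescence 544/590 nm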
APP 5UTR inh – APP translation inhibition. inhibition, % at 2 µM. 190,000 tested, 0.82% active. SH-SY5Y APP 5'UTR-luciferase reporter, luminescence;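 active = inhibition above a set limit, derived from the sample mean plus 3 SD, cut at about 45% in these data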; note: values of inactives mirror those of a sister screen read the other way
STAT3 act – increases IL-6 driven STAT3 reporter signal; activation (% of control), % at 5.6 µM; U3A cells, IL-6 STAT3-luciferase reporter, luminescence; 100% = signal with IL-6 EC80 alone; 190,000 tested, 0.91% active;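 active = activation above the screen-wide mean of compound activation plus 3 SD, cut at about 130% in these data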;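 note: 0% = background luminescence of wells with medium and substrate only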
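Material: STAT1-lacking human U3A cells, STAT3 luciferase reporter | Benchmarks: IL-6-only wells as 100% reference | Probe or stimulus: IL-6 (33 ng/mL) | Timing: Compound 1 h, then IL-6 6 h at 37 °C | Detection: Luminescence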
STAT3 inh – inhibitors of IL-6 induced STAT3 signaling; U3A cells, IL-6 STAT3-luciferase reporter, luminescence; host cell line lacks STAT1; inhibition, % at 5.5 µM; 190,000 tested, 0.89% active; AID 862;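 active = inhibition above the mean inhibition across all screened compounds plus 3 SD, cut at about 44% in these data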;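 note: 0% = DMSO only wells and 100% = 100 µM nifuroxazide control wells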
TLR4-MyD88 BLA – TLR4-MyD88 interaction inhibition in cells | HeLa CL3-4 TLR4/MyD88 BLA complementation, FRET ratio | inhibition, % at 8.4 µM | 200,000 tested, 0.18% active; in the data active = inhibition above about 25%;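 note: 0% = vehicle and 100% = reference inhibitor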
Target sequence (O00206 whole entry, looked up): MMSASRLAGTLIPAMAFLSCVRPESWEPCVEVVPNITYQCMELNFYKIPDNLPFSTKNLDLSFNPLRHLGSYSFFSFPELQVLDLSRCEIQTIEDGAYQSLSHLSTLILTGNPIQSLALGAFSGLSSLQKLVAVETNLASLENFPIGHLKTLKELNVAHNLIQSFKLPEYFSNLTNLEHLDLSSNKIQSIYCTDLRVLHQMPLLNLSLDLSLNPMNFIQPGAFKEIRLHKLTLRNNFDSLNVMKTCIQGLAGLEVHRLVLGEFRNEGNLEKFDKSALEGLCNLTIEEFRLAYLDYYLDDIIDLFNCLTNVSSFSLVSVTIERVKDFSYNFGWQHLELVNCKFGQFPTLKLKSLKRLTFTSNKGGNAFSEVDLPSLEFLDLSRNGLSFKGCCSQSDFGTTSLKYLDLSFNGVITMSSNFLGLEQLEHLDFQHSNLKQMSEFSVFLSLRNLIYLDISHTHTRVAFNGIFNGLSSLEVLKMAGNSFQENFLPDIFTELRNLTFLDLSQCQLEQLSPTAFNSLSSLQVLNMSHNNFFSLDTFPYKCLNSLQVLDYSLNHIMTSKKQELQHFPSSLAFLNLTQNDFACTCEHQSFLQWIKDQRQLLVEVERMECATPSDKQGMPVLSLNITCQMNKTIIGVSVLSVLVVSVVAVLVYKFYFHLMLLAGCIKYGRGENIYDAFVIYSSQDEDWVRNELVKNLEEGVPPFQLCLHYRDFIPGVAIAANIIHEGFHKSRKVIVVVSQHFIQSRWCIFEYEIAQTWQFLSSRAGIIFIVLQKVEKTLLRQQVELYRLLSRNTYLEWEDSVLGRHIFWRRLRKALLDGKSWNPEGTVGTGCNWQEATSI
Target sequence (Q99836 whole entry, looked up): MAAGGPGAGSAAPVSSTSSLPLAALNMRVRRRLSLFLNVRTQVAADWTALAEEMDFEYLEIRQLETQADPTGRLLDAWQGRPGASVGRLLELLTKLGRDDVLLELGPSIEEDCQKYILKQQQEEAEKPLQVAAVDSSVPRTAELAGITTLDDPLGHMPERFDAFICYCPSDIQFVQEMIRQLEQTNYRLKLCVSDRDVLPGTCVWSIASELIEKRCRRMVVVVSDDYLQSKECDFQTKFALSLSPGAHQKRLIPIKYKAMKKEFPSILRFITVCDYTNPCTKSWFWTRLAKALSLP
Hsp70 activator – transcriptional activators of Hsp70. HeLa Hsp70 promoter luciferase reporter, luminescence; scaled: vehicle 0, proteasome-inhibitor control 100%. activation, % at 10 µM. 200,000 tested, 0.04% active. AID 1203;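 active = activation above the mean across all tested compounds plus 3 SD, cutoff set per campaign, cut at about 5.5% in these data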;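 note: 100% = MG132 at 30 µM as the positive control and 0% = DMSO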
STAT1 activator – increases IFN-gamma driven STAT1 reporter signal | NIH 3T3 STAT1-luciferase reporter, luminescence; 100% = IFN-gamma alone, no compound | activation (% of control), % at 5.5 µM | 200,000 tested, 2.6% active;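 active = activation above the screen-wide mean activation plus 3 SD, cut at about 130% in these data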;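 note: raw ratio to IFN-gamma control signal so 100% means no change and 0% no light; values of inactives mirror those of a sister screen read the other way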
* = called active by the depositor; nt = no result given.

SMILES	STAT1 blocker	Diaphorase act	G6PDH counter	Diaphorase inh	APP 5UTR inh	STAT3 act	STAT3 inh	TLR4-MyD88 BLA	Hsp70 activator	STAT1 activator
O=C(Nc1c(-c2cccs2)nc2ccccn12)c1ccccc1F	5	0.8	8	15	16	88	19	-1	-0.4	94
CCOc1ccc(CN2CCN(Cc3ccon3)CC2CCO)cc1 (configuration not stated)	-9	0.9	7	11	-7	105	0	-2	-0.2	108
COC(=O)C(Cc1ccccc1)NC(=O)CNS(=O)(=O)c1ccc(Br)cc1 (configuration not stated)	-1	1	2	-5	-24	104	-4	5	-0.3	100
COc1ccc(Cc2nc(C(=O)Nc3ccc(OC)cc3)cs2)cc1	1	0.9	4	13	nt	86	23	12	-0.4	99
O=C(COc1c(CO)cc(Br)cc1CO)NC1CCCc2ccccc21 (configuration not stated)	3	1.1	-5	-5	-6	103	-2	-7	-0.1	97
COCCn1c(C)c(C(=O)O)sc1=S	7	0.9	-11	13	-6	98	6	-8	0.0	94
CC(=O)OCCCNc1cc(SCc2ccco2)c2nonc2c1[N+](=O)[O-]	2	0.1	-13	87*	-1	104	-3	7	-0.3	98
O=C(N/C(=C/c1ccc(Cl)cc1)c1nc2ccccc2[nH]1)c1ccco1	-6	0.9	2	11	9	109	-6	0	-0.1	106
Cc1ccccc1C=Nc1ccccc1C(N)=O	2	1	9	0	-6	103	-4	-15	-0.3	98
O=[N+]([O-])c1ccc(S(=O)(=O)N/N=C/c2cccs2)cc1	4	1	-1	4	9	111	-10	-9	-0.3	96
CC1(C)OC(=O)N(CCc2ccccc2)C1(C)O (configuration not stated)	-7	0.8	3	20	-18	106	-3	3	0.0	108
Cc1c(NCc2cc(Cl)ccc2O)c(=O)n(-c2ccccc2)n1C	18	0.8	1	18	4	96	8	-17	0.1	84
O=C(Nc1ccc(Br)cc1)/C(=C/c1cccc([N+](=O)[O-])c1)NC(=O)C1CCCCC1	-6	0.9	6	15	nt	88	20	-5	-0.5	106
C/C(=N\NC(=O)c1nn(C)c(C)c1Br)c1ccc(NC(=O)c2ccoc2C)cc1	-87	1.1	5	-12	-57	81	28	7	0.4	179*
COC(=O)/N=C/c1c(NCc2ccccc2)nc2c(C)cccn2c1=O	-5	0.8	-4	21	-13	123	-24	-3	-0.4	106
CC(=O)c1ccc(NC(=O)C(C)Nc2ccc(Cl)cc2)cc1 (configuration not stated)	3	1	-1	4	-16	99	5	1	-0.3	97
CC(NC(=O)c1cc(-c2ccc(Br)cc2)on1)c1ccccc1 (configuration not stated)	1	1	1	-2	8	91	12	-4	-0.2	99
O=C(CSc1nc2ccccc2s1)Nc1ncccn1	3	0.9	11	7	12	111	-9	2	-0.1	99
COc1ccc(C(=O)/C=C/C(=O)N(Cc2ccccc2)C(C(=O)NC2CCCCC2)c2ccncc2)c(O)c1 (configuration not stated)	8	0.8	-29	20	8	98	0	-6	-0.6	93
Cc1ccc(-c2nc(CS(=O)CC(=O)NC3CCCC3)c(C)o2)cc1 (configuration not stated)	4	1.1	10	-13	nt	96	13	-6	-0.2	96
O=[N+]([O-])c1cc(Cl)ccc1N1CCN(c2cccc(C(F)(F)F)c2)CC1	-2	0.9	-20	15	41	100	-5	3	-0.5	102
Cc1ccc(NC(=O)O/N=C/c2cccc([N+](=O)[O-])c2)cc1	-18	1	0	0	-19	95	11	-12	0.4	113
O=C(Nc1ccc2c(c1)OCCO2)c1cccc(S(=O)(=O)N2CCOCC2)c1	-20	0.9	11	10	-28	107	-5	-7	-0.3	118
O=C(O)/C=C/C(=O)N1CCN(c2cccc(Cl)c2)CC1	-2	0.9	2	11	-1	88	16	-1	-0.2	100
CCn1cc(C(=O)N2CCc3ccccc32)c(=O)c2cc(S(=O)(=O)N(C)C3CCCCC3)ccc21	2	0.7	14	30	-17	107	-4	-5	-0.4	98
(next part)
SMILES	STAT1 blocker	Diaphorase act	G6PDH counter	Diaphorase inh	APP 5UTR inh	STAT3 act	STAT3 inh	TLR4-MyD88 BLA	Hsp70 activator	STAT1 activator
CCn1c(=O)cc(NC2=NCC(C)CN2c2cccc(Cl)c2)n(C)c1=O (configuration not stated)	-7	1.1	8	-6	-1	109	-4	-14	0.1	105
COc1ccc(C(=O)C2CCCN(Cc3ccc4nonc4c3)C2)c(OC)c1 (configuration not stated)	3	1	0	-3	-3	100	4	13	0.4	96
CCc1ccc(Nc2nnc(SCC(=O)c3ccc4c(c3)NC(=O)CO4)s2)cc1	0	1	1	-2	-26	94	17	-4	-0.1	98
O=C(NCSc1ccncn1)c1ccccc1	3	0.8	0	17	8	104	1	7	0.1	97
Cc1ccc(C(c2nnnn2C2CCCCC2)N2CCc3ccccc32)cc1 (configuration not stated)	16	0.9	-15	14	-12	92	12	-12	-0.3	85
C#CCOCCOCCOCCNc1nc(N2CCN(C(=O)[C@H]([C@@H](C)CC)n3cc(CCCN=C(N)N)nn3)CC2)nc(N2CCN(C(=O)[C@H]([C@@H](C)CC)n3cc(CCCN=C(N)N)nn3)CC2)n1	-5	1.3	12	-27	-9	95	3	-12	-0.3	105
OC(CNCc1ccccn1)c1ccccc1 (configuration not stated)	1	0.9	-9	10	-13	103	-5	-15	-0.1	99
NC(=O)CNC(=O)[C@@H]1CC2(CC(c3ccccc3)=NO2)CN1C(=O)c1ccc(Br)cc1 (some centres not stated)	5	0.9	0	12	4	96	12	1	-0.5	96
CC(C)=Cc1c(O)nc2ccccn2c1=O	-3	1.1	10	-11	-20	101	1	-11	0.6	101
CCc1nnc(NCn2nc(C)cc2C)s1	3	1.1	23	-6	0	98	2	-9	-0.5	98
CCC(C)NC(=O)c1ccccc1NC(=O)CN(c1cc(C)ccc1OC)S(C)(=O)=O (configuration not stated)	2	1.1	17	-11	-4	107	-4	-4	-0.4	97
O=C(NCc1ccccn1)C1COc2ccccc2O1 (configuration not stated)	1	0.9	7	11	3	109	-6	-6	-0.4	98
Cc1ccc(N(C(=O)c2ccccn2)C2(C(=O)NC3CCCC3)CCCCC2)cc1	3	1	1	2	13	103	-7	7	0.0	98
COc1cccc(CN(C)CC(=O)NCc2ccccc2Cl)c1OC	-5	1	-1	1	-8	99	5	13	-0.2	103
NC(=O)/C(=C/c1ccco1)NC(=O)c1ccc(Br)o1	8	nt	nt	nt	-6	108	-4	-6	-0.2	93
Cc1ccc(C2=Nc3ccccc3N=C(C(Cl)Cl)C2)cc1	9	0.9	1	8	-109	84	21	-2	-0.3	91
N#Cc1c(N2CCCCC2)nc(N)c2c(N)nc3c(c12)CC(CCl)O3 (configuration not stated)	-9	0.9	10	10	16	89	15	-11	-0.2	107
CCCOc1cccc(C(=O)NC(=S)Nc2cccc(NC(=O)c3ccccc3Cl)c2)c1	-10	0.9	4	14	2	104	-1	1	0.1	109
O=C(NCc1ccc2c(c1)OCO2)C1CC(=O)N(C2CCCC2)C1 (configuration not stated)	-4	1	12	5	0	99	5	10	-0.4	103
CSc1ccccc1NC(=O)CN(C)S(=O)(=O)c1ccc(F)cc1	-5	0.9	5	12	1	99	2	-6	-0.2	104
OC(COCc1cccs1)CN1CCN(c2ccccn2)CC1 (configuration not stated)	4	0.9	0	8	-10	104	-1	-3	-0.1	97
Cn1c(SCCOc2ccc(Cl)cc2)nnc1-c1ccncc1	11	0.9	-1	9	-6	97	7	6	-0.1	90
COc1ccc(Sc2cnn(-c3ccccc3)c(=O)c2Cl)cc1	8	0.9	4	10	-8	96	11	-10	-0.6	93
CSc1ccc(CN2CCN(C(=O)c3ccc([N+](=O)[O-])cc3)CC2)cc1	3	0.8	8	16	-11	56	55*	-28	-0.1	98
CCOC(=O)CNC(=O)c1ccccc1Br	8	0.9	2	13	9	100	5	12	0.3	93

Some of these compounds in order of the Hsp70 activator value, falling.
mol	STAT1 blocker	APP 5UTR inh	STAT3 act	TLR4-MyD88 BLA	Hsp70 activator	STAT1 activator
Cc1c(NCc2cc(Cl)ccc2O)c(=O)n(-c2ccccc2)n1C	18	4	96	-17	0.1	84
Cc1ccc(C2=Nc3ccccc3N=C(C(Cl)Cl)C2)cc1	9	-109	84	-2	-0.3	91
CCn1cc(C(=O)N2CCc3ccccc32)c(=O)c2cc(S(=O)(=O)N(C)C3CCCCC3)ccc21	2	-17	107	-5	-0.4	98

Continuation.
SMILES	STAT1 blocker	Diaphorase act	G6PDH counter	Diaphorase inh	APP 5UTR inh	STAT3 act	STAT3 inh	TLR4-MyD88 BLA	Hsp70 activator	STAT1 activator
CCCC(=O)NC(=S)Nc1cccc(-c2nc3ncccc3o2)c1	-2	1	1	4	-20	96	11	10	-0.1	100
O=C(NCCN1CCOCC1)c1ccc(NC(=O)C2COc3ccccc3O2)cc1 (configuration not stated)	-6	1	3	4	19	99	8	8	-0.3	104
CC(Cc1cccs1)NC(=O)Nc1ccc(Cl)cc1 (configuration not stated)	-14	0.9	0	9	-42	104	-5	2	0.3	112
CC(C)(C)C(=O)Nc1nc2c(c(=O)[nH]1)CCCC2	0	0.9	8	9	-13	95	10	-3	-0.1	100
CCCCCCCC[n+]1cccc(C(=O)N(CC)CC)c1	-3	0.8	4	20	-13	97	5	1	0.0	102
c1ccc(-c2cc3c(N4CCCCC4)ncnc3s2)cc1	-1	0.8	2	16	-25	106	-3	-17	-0.2	99
Cc1ccc(COC(=O)CCc2nc3ccccc3c(=O)[nH]2)cc1	6	0.9	-5	8	-5	94	14	2	-0.4	95
COCCN(CCOC)Cc1c(C)[nH]c2ccccc2c1=O	-4	0.9	6	8	-8	94	10	-5	-0.2	103
COc1ccc(NC(=O)Nc2ccc(Br)cn2)cc1	-74	1.1	-2	-5	-94	97	3	-1	0.0	169*
COc1ccc(CCNC(=O)C2CCN(S(=O)(=O)c3cnc[nH]3)CC2)cc1OC	-2	0.9	-1	14	8	98	9	-2	-0.2	103
O=C1c2ccccc2C(Nc2ccc(S(=O)(=O)N3CCOCC3)cc2)N1c1ccccn1 (configuration not stated)	4	0.9	-4	11	6	101	8	-4	0.6	97
CCCNC(=S)NC1CCCC1	0	0.8	6	19	-5	100	-2	-7	-0.2	100
Cc1ccc(NS(=O)(=O)c2ccc(NC(=O)C(C)Sc3ccc(Cl)cc3)cc2)c(C)c1 (configuration not stated)	-1	0.8	-6	23	-18	107	-9	-13	-0.2	101
CC1CCCC(n2c(=S)[nH]c3ccccc3c2=O)C1C (configuration not stated)	2	0.9	2	5	-7	100	3	0	-0.2	98
